MLL CXXC-DNA inh: blocks binding of human MLL CXXC domain to DNA | Potency, µM (doses to about 115 µM), for inactives: at the highest dose activity change, negative = inhibition, actives largely listed as inhibitors | MLL-CXXC / FITC-HOXA9 DNA fluorescence polarization | Q03164 | actives 0.037% (n = 290,000) | AID 2662; active = well fitted inhibition curve with a large enough effect in the polarisation, with a control signal flat, not every such curve was filed as active; inconclusive = small, poorly fitted or top-dose-only effect, or effect the other way, or a change in a side signal; inactive = no such curve, though single readings can be large or run the other way; the % refers to the polarisation; also: potency is read from the fitted curve at half-maximal effect
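Purified MLL-CXXC (added from a 7 uM solution) was preincubated 5 min at ambient with pinned compounds in 50 mM Tris-HCl pH 7.5, 50 mM NaCl, 1 mM DTT, 0.05% BSA. Fluorescein-labeled HOX-A9 DNA (50 nM solution) followed, 30 min, then polarization read.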
AT treatment: potential ataxia-telangiectasia treatment | […] A-T fibroblasts, KAP-1 phosphorylation AlphaLISA; neocarzinostatin DNA damage 30 min before lysis | Potency, µM (titrated, usually from 57.5 µM), for inactives: at the highest dose activation, actives largely listed as activators | actives 0.19% (n = 320,000) | AID 485349; also: potency is read from the fitted curve at half-maximal effect; % of control where 0% means no effect; nearly all actives have a fitted effect of over 45% in size
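ATM-like activity read as KAP-1 phosphorylation via AlphaLISA donor/acceptor antibody pairs after lysis and 6 hr at 25C. Cells were ATM-null patient fibroblasts ([…], hTERT), dosed 60 min, then exposed to the DSB inducer NCS for 30 min.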
GALK inh: inhibitors of human galactokinase | Potency, µM (top dose mostly 57.5 µM), for inactives: top-dose activity change, negative = inhibition, most hits filed as inhibitors | P51570 | AID 1868 | actives 0.007% (n = 270,000) | Purified GALK, Kinase-Glo residual ATP luminescence; also: potency is read from the fitted curve at half-maximal effect; % is scaled to controls: 0 for no effect and ±100 for the full control effect
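The enzyme phosphorylates galactose (100 uM) using ATP (35 uM); inhibition is detected as higher residual ATP, quantified by bioluminescence after 1 h reaction at room temperature, pH 8.0.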
MBNL1 CUG block: MBNL1-poly(CUG) RNA binding inhibition. Q9NR56. TR-FRET MBNL1-His/biotin-(CUG)12 binding, 665/545 ratio. Potency, µM (top dose mostly 57.5 µM), for inactives: at the highest dose activity change, negative = inhibition, most hits filed as inhibitors. actives 0.036% (n = 280,000); active = well fitted inhibition curve with a large enough effect in the signal ratio, with a control signal flat, not every such curve was filed as active; inconclusive = small, poorly fitted or top-dose-only effect, or effect the other way, or a change in a side signal; inactive = no such curve, though single readings can be large or run the other way; the % refers to the signal ratio; also: potency is read from the fitted curve at half-maximal effect; % is scaled to controls: 0 for no effect and ±100 for the full control effect
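TR-FRET readout: Ex 340 nm, 665/545 nm emission ratio, normalized to buffer-only (basal) and MBNL1-(CUG)12 controls. Complex of MBNL1-His with Biotin-(CUG)12, compounds 92 nM–58 uM, incubated 60 min at room temperature.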
TRPV1 ag: agonists of human vanilloid receptor 1 (TRPV1); TRPV1-expressing cells, Fluo-8 calcium influx, agonist mode; activation, % at 8.33 µM; actives 0.19% (n = 320,000); in the data active = activation above about 80%; inconclusive = between about 30% and that limit; also: 0% is about no effect
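Fluo-8 calcium influx in TRPV1-expressing cells, kinetic read (ex 480/em 520 nm). Compound added and read 3 min for agonist activity, followed by capsaicin at EC20 final and 2 min further read for enhancement.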
Integrin act MD: activators of alpha7 integrin expression for muscular dystrophy; alpha7betagal myoblasts, beta-gal FDG fluorescence, 48 h; Potency, µM (highest dose often 38.3 µM), inactives show at the top dose activation, most hits filed as activators; actives 0.064% (n = 350,000); AID 624291;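 also: potency is read from the fitted curve at half-maximal effect; 100% = response of the positive control SU9516; nearly all actives have a fitted effect of over 60% in size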
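Alpha7betagal+/- myoblasts (passage 13) were plated 16-24 hr, then exposed to compounds (1:260 dilution of DMSO stock) for 48 hours at 37C. After MPER lysis, β-galactosidase reporter activity was read as FDG fluorescence (ex 480/em 540) after 30 minutes.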
KCNH2 WT inh: blocks the wildtype human KCNH2 potassium channel. Q12809. U2OS, BacMam KCNH2, thallium flux FluxOr; hits give low values. activity change, % at 1.84 µM. actives 0.37% (n = 340,000);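 active = maximum activity change below -70%; inconclusive = maximum activity change between -70% and -50%; inactive = maximum activity change above -50%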; also: % is scaled to controls: 0 for no effect and ±100 for the full control effect
Target sequence (Q12809 whole entry, looked up): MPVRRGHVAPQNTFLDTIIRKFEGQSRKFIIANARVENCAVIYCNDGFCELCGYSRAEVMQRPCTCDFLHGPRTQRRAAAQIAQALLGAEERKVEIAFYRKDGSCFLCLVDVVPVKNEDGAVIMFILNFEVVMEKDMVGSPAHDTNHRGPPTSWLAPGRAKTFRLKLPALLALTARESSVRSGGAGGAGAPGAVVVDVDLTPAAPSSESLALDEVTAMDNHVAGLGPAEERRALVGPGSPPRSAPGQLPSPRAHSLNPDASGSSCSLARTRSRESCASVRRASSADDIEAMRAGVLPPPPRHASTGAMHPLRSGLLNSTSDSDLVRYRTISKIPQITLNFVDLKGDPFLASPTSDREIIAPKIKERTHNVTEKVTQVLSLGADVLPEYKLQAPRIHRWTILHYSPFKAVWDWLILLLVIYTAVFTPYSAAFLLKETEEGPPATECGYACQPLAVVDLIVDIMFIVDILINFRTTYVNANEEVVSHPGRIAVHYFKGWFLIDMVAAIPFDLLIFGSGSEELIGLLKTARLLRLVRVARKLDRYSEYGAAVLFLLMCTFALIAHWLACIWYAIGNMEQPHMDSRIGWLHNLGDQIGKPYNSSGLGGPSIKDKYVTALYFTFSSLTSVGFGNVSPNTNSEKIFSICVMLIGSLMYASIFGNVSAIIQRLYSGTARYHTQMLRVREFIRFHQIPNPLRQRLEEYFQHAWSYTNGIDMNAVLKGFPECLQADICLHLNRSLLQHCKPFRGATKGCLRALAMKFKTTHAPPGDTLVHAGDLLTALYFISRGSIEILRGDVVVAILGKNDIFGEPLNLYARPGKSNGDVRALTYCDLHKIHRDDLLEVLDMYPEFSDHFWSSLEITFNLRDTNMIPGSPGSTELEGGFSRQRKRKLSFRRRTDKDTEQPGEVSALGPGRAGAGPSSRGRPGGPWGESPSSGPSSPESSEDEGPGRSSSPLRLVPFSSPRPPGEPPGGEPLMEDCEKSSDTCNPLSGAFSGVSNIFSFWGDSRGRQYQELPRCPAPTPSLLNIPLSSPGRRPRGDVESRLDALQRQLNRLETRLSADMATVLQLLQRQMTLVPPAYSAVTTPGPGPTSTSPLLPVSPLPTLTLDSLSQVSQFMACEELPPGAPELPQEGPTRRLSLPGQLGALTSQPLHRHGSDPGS
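U2OS cells transduced with wild-type KCNH2 virus are loaded with FluxOr dye for 45 min, and thallium flux is measured in kinetic reads before and after stimulation buffer. Rate constants are normalized to DMSO controls.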
FBPA coupling cs: coupling enzyme interference in Giardia aldolase counter-screen. coupling enzyme system counterscreen, AmpLite Red fluorescence. activity change, negative = inhibition, % at 58.2 µM, hits read low. actives 0.67% (n = 290,000). AID 2472; in the data active = activity change below about -30%; also: % is scaled to controls: 0 for no effect and ±100 for the full control effect
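Compounds tested against the coupling enzymes alone at 57.5 uM final; readout was AmpLite Red fluorescence (525/598 nm) after 20 min at RT.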
S-ASM inh: blocks human secretory acid sphingomyelinase; P17405; placental ASM, HMU-PC fluorogenic substrate, 60 min; Potency, µM (doses to about 57.5 µM), inactives show at the highest dose activity change, negative = inhibition, most hits filed as inhibitors; actives 0.006% (n = 340,000); also: potency is read from the fitted curve at half-maximal effect
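qHTS format. ASM enzyme prepared from human placenta hydrolyses the fluorogenic substrate HMU-PC0 (9 uM final) over 60 min at 37 °C after a 10 min compound preincubation.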
KCNH2 3.1 inh: KCNH2 3.1 (human) potassium channel inhibition. U2OS KCNH2 3.1, thallium flux FluxOr; hits give low values. activity change, % (tested at about 1.8 µM). actives 0.95% (n = 340,000). AID 720553;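 active = maximum activity change below -70%; inconclusive = maximum activity change from -70% to -50%; inactive = maximum activity change above -50%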;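 also: thallium influx rate constant from kinetic fluorescence after stimulation buffer; % is scaled to controls: 0 for no effect and ±100 for the full control effect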
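Channel expression came from 3.1 mutant virus (1.77 x 10^8 /mL) applied to suspended U2OS cells for 4 h. Flux was tracked with FluxOr dye plus Red40 quencher, and kinetic rate constants normalized to controls.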
Starred values were filed as active, the others as inactive; ? = inconclusive; · = no result given; [ ] = another dose, or the depositor's remark. Unless noted, calls follow the shape of the dose curve; as a rule, active = well fitted curve in the direction sought with a large enough effect; inconclusive = small, poorly fitted or top-dose-only effect, or another doubt; inactive = no such curve, though single readings can be large; an effect the other way counts as inactive or inconclusive.

no.	canonical_smiles	MLL CXXC-DNA inh	AT treatment	GALK inh	MBNL1 CUG block	TRPV1 ag
1	COC(=O)Cc1c(O)ccn(CCc2c[nH]c3ccc(OC)cc23)c1=O	-2.3%	6.6%	1.1%	-2.2%	0.5
2	Cc1nc(-c2ccc(S(=O)(=O)N3CCN(c4cccc(C)c4C)CC3)cc2)co1	-0.4%	-11.1%	6.4%	1.4%	20.3
3	COc1ccc(OC)c(NC(=O)Nc2cnccn2)c1	3.4%	3.0%	-2.5%	-8.2%	1.9
4	CCCCC1CCC(C(=O)OCC(=O)Nc2ccc(S(N)(=O)=O)cc2)CC1 (configuration not stated)	0.5%	-6.5%	-2.0%	·	22.0
5	Cn1c(=O)[nH]c(=O)c2c1[nH]c(=S)n2CCCc1ccccc1	6.8%	-4.1%	·	-0.8%	-1.4
6	COc1cccc(-c2cc3onc(-c4ccccc4)c3c(=O)n2C)c1	·	7.5%	·	·	1.0
7	O=C(CO)N/N=C/c1ccc(Cl)cc1	4.0%	5.8%	-0.8%	7.6%	1.4
8	COC(=O)C1C(=O)C2=C(CC1C)NC(C)=C(C(=O)OC1CCCC1)C2c1ccc(N(C)C)cc1 (configuration not stated)	6.3%	1.5%	1.0%	12.6%	6.6
9	CN(CC(=O)Nc1cccc(F)c1)C(=O)c1sc2ccccc2c1Cl	·	-4.9%	·	·	2.9
10	O=C1[C@H]2[C@@H](c3ccc(Cl)cc3)N3C(=O)N(c4cccc(F)c4)C(=O)[C@@]3(Cc3ccccc3)[C@H]2C(=O)N1C1CCCCC1	·	9.3%	·	·	-1.2
11	CCOC(=O)C1=C(c2ccccc2)Nc2ncnn2C1c1ccc(OC)c(OC)c1OC (configuration not stated)	4.4%	8.8%	-4.4%	-15.9%	0.8
12	CCOc1ccc(OCCC(=O)N(CCC2=CCCCC2)c2c(N)n(Cc3ccccc3)c(=O)[nH]c2=O)cc1	·	-4.5%	·	·	-1.4
13	COC(=O)c1cc(Cc2ccc(N)c(C(=O)OC)c2)ccc1N	-5.3%	24.5%	-0.1%	4.9%	3.6
14	CCC(=O)N1N=C(c2ccc(NS(C)(=O)=O)cc2)CC1c1ccc(C)cc1 (configuration not stated)	16.4%	8.9%	-3.3%	6.8%	1.3
15	O=C(COc1ccc(S(=O)(=O)N2CCOCC2)cc1)N1CCCCCC1	-9.1%	-0.7%	0.7%	3.6%	0.8

no.	Integrin act MD	KCNH2 WT inh	FBPA coupling cs	S-ASM inh	KCNH2 3.1 inh
1	33.1%	-0.2	0.3	4.2%	29.3
2	-24.6%	1.2	·	-8.6%	13.5
3	-3.0%	-3.0	1.3	-0.2%	1.9
4	18.1%	-2.7	2.5	?	-4.9
5	13.8%	4.4	1.3	3.6%	9.3
6	3.2%	·	·	7.5%	·
7	-6.2%	-5.7	-1.7	-2.4%	1.6
8	10.6%	-8.6	-3.0	16.6%	8.0
9	1.1%	1.4	·	-2.5%	0.2
10	0.5%	-1.4	·	3.2%	-11.3
11	12.1%	5.3	1.0	59.4%[activator]	-1.5
12	11.3%	-39.5	·	8.0%	-0.4
13	1.7%	-5.4	-5.4	213.3%[activator]	-30.3
14	6.3%	-4.3	-3.8	160.1%[activator]	-8.0
15	-9.4%	-0.2	2.3	9.8%	-4.2

Next part:
no.	canonical_smiles	MLL CXXC-DNA inh	AT treatment	GALK inh	MBNL1 CUG block	TRPV1 ag
16	O=C(O)c1ccc(-n2c(/C=C/c3ccccc3)nc3ccccc3c2=O)cc1	-18.8%	25.0%	-6.9%	?	-0.5
17	CCC1CCC(C(=O)NC(C(=O)NCCCN2CCCCC2C)C(C)C)CC1 (configuration not stated)	10.9%	0.1%	0.0%	1.1%	-8.7
18	COc1cccc(N2C(=NC(=O)C3CCCCC3)SC3CS(=O)(=O)CC32)c1 (configuration not stated)	8.1%	2.8%	-5.4%	-0.8%	2.9
19	CC(C)(C)C1CCC2(CC1)SCC(=O)N2c1ccccc1 (configuration not stated)	17.2%	?	-2.2%	7.7%	·
20	Cc1noc(C)c1C(=O)OCC(=O)NCCc1ccc(S(N)(=O)=O)cc1	·	1.2%	·	·	·
21	CNc1ccccc1C(C)(C)c1cc(-c2cccc(Br)c2)no1	3.0%	2.6%	-0.1%	3.1%	5.5
22	COC(=O)CN1CC(=O)N(c2ccccc2)C1=S	-4.2%	1.9%	5.2%	-9.0%	4.0
23	CC(C)c1ccccc1NC(=O)COC(=O)Cc1c[nH]c2ccccc12	22.2%	5.2%	1.2%	-1.3%	5.9
24	CCN(CC)S(=O)(=O)c1ccc(NC(=O)c2c(-c3ccccc3)noc2C)cc1	4.2%	11.2%	-4.5%	-7.4%	6.6
25	CCC(=O)Nc1cnc(NC(=O)c2cccc(F)c2)cc1C	5.8%	-3.2%	0.3%	-0.7%	2.8
26	CN1CCN(C(=O)OCCOCCOC(=O)N2CCN(C)CC2)CC1	·	·	·	·	·
27	Cc1ccc(NC(=O)Cc2ccc([N+](=O)[O-])cc2)c(Br)c1	0.2%	0.8%	0.8%	-9.9%	-5.0
28	O=C(CSc1ncccc1C(=O)O)c1ccc2ccccc2c1	-12.1%	-0.5%	-0.1%	?	1.3
29	COCc1cc(=O)[nH]c(Cc2c(Cl)cccc2Cl)n1	7.9%	9.1%	-0.4%	-1.4%	-2.3
30	Cc1ccc(S(=O)(=O)NC(CC(=O)O)c2ccco2)cc1 (configuration not stated)	-4.7%	·	-1.4%	2.4%	0.9

no.	Integrin act MD	KCNH2 WT inh	FBPA coupling cs	S-ASM inh	KCNH2 3.1 inh
16	-2.8%	4.6	7.6	12.3%	4.3
17	15.7%	9.3	0.1	2.9%	20.4
18	30.6%	2.8	1.1	-0.6%	22.7
19	15.2%	10.1	·	-2.0%	-3.8
20	3.2%	-9.6	·	2.8%	-83.7*
21	-42.1%[inhibitor]	1.4	-4.7	-0.3%	-20.0
22	?	-11.6	-0.9	-1.8%	3.4
23	30.1%	-0.7	-0.1	3.9%	-2.2
24	-1.4%	1.6	1.9	-5.8%	-7.4
25	1.8%	-5.5	2.2	0.2%	-3.9
26	20.9%	-1.4	·	6.9%	-4.0
27	3.2%	6.2	-0.3	-2.3%	-4.3
28	-3.0%	-4.0	10.3	2.0%	0.7
29	11.0%	-2.7	0.5	3.1%	4.7
30	-1.1%[7.66 µM]	-4.3	5.5	7.1%	-0.3

A second format for part of the listing above.
Results follow in this order: MLL CXXC-DNA inh	AT treatment	GALK inh	MBNL1 CUG block	TRPV1 ag	Integrin act MD	KCNH2 WT inh	FBPA coupling cs	S-ASM inh	KCNH2 3.1 inh
#15 O=C(COc1ccc(S(=O)(=O)N2CCOCC2)cc1)N1CCCCCC1
  -9.1%	-0.7%	0.7%	3.6%	0.8	-9.4%	-0.2	2.3	9.8%	-4.2
#5 Cn1c(=O)[nH]c(=O)c2c1[nH]c(=S)n2CCCc1ccccc1
  6.8%	-4.1%	·	-0.8%	-1.4	13.8%	4.4	1.3	3.6%	9.3

(further entries)
no.	canonical_smiles	MLL CXXC-DNA inh	AT treatment	GALK inh	MBNL1 CUG block	TRPV1 ag
31	CCN(CC(=O)NCc1cccs1)C(=O)c1ccc(S(=O)(=O)N(C)c2ccccc2)cc1	·	-8.1%	·	·	·
32	Cc1ccc(N(CC(=O)NN=C2CCN(C)CC2)S(=O)(=O)c2ccccc2)c(C)c1	-13.3%	0.4%	1.7%	·	-0.9
33	CC(Oc1ccc2c(-c3ccccc3)cc(=O)oc2c1)C(=O)NCc1ccccn1 (configuration not stated)	-7.0%	2.4%	·	?	2.4
34	CC(C)CNS(=O)(=O)c1cc(C(=O)N2CCOCC2)c(Cl)cc1Cl	7.8%	3.4%	1.4%	-3.7%	3.1
35	CCOCCOC(=O)C(C)Oc1ccc(Oc2nc(Cl)ccc2Cl)cc1 (configuration not stated)	-7.1%	1.2%	0.3%	-6.3%	16.1
36	COc1cccc(NC(=O)CN(C)C(=O)CCNC(=O)c2ccccc2OC)c1	·	·	·	·	·
37	O=C(O)C(Cc1ccccc1)N1C(=O)CCC1=O (configuration not stated)	6.3%	-4.3%	-1.1%	-2.7%	-0.3

no.	Integrin act MD	KCNH2 WT inh	FBPA coupling cs	S-ASM inh	KCNH2 3.1 inh
31	26.2%	8.7	·	4.9%	4.3
32	-13.0%	-0.8	2.7	1.7%	2.5
33	-1.9%	3.2	0.8	-2.2%	-5.1
34	17.8%	-2.1	1.4	-4.1%	23.8
35	0.0%	-5.9	0.5	-0.4%	21.8
36	-34.0%	0.0	·	4.3%	-17.8
37	24.3%	-0.3	1.8	5.6%	-3.5

Bioassay records as filed in PubChem BioAssay.

No enrichment for hits; 2% or so of the library scored in one or more.
